# Source: PubChem BioAssay
# Autophagy HCS – alters autophagy in cells. MEF GFP-LC3 puncta imaging; test concentration mostly 10 µM. AID 463193. actives 0.98% (n = 190,000). calls only at 10 µM (by protocol);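 active means percentage of spot-positive cells more than 3 SD above its plate mean, without a fluorescence outlier flag or 80% toxicity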;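 further: spot-positive cell cutoff set from DMSO-treated cells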
# ER stress rescue – rescue of cells from ER stress-induced death, primary screen, 384-well, CSM14.1, thapsigargin, ATP luminescence (AID 1222); CSM14.1 thapsigargin-induced death rescue, ATP luminescence; higher % means a stronger effect; 190,000 tested, under 10 active; one-dose cellular ATP content (survival), % at 20 µM; EC50 in µM for titrated hits;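 active means EC50 below 50 µM in the dose-response confirmation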;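 further: death triggered by thapsigargin at about 15 µM added after 2 h compound pretreatment; cell ATP read after overnight thapsigargin exposure of roughly 18 to 22 hours; normalized against plate controls of thapsigargin alone and 5% DMSO vehicle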
# Dynein cargo inh – blocks dynein driven cargo transport along microtubules. z-score, hits read low. 3617.4 mouse cells, GR-EGFP nuclear translocation imaging; test concentration mostly 20 µM; stimulated with dexamethasone, 1 µM; stronger effect = lower value. AID 1381. actives 0.47% (n = 220,000);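 active means plate z-score of nuclear minus cytoplasmic receptor signal below a set negative limit, without overly bright fluorescence or cell loss, cut at about -3.5 in these data, passing the limit was not always enough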;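 further: z-score of nuclear minus cytoplasmic ring GR-EGFP intensity difference per well; some compounds called inactive have numbers as strong as hits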
#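 Also added: dexamethasone, 1.0 µM final. Medium: tet-free, stripped-serum medium. Detection: fixed, Hoechst-stained cells imaged at 10x for EGFP. Read-out: nuclear-to-cytoplasmic GR-EGFP distribution per well. Times: induction 48 h, compound 1 h, agonist 30 min.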
# T cell modulator – T cell immune modulation candidate. 2C CD8+ T cell-vesicle binding, flow cytometry; stronger effect = lower value. calls only at 7 µM. actives 0.068% (n = 330,000);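 active means response, share of CD8 T cells binding vesicles, and their 90th percentile fluorescence all below set limits, cut at about 80% in these data, passing the limit was not always enough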
#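 Material: murine 2C transgenic CD8+ T lymphocytes / Also added: QL9-peptide-loaded Drosophila micro-vesicles bearing Ld, ICAM-1 and B7-1 / Schedule: binding step 1.5 h, 37 °C, antibody labelling 20 min, ice / Signal: flow cytometry, PE anti-B7-1 (FL2) versus Alexa647 anti-CD8 (FL8), PFA-fixed / Evaluation: percent CD8+ FL2 mean versus row control / Benchmarks: naked versus QL9-loaded vesicles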
# Salmonella PhoP GFP – PhoP-dependent GFP reporter repression – Salmonella Typhimurium, primary screen (AID 1863); S. Typhimurium PhoP-regulated promoter GFP reporter, 4 h; higher % means a stronger effect; inhibition, % at 50 µM; hits with a dose series show IC50 in µM; actives 0.16% (n = 300,000);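 active means inhibition over 29.93%, a cutoff 3 SD above the screen mean, later confirmed by dose response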;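 further: 0% = low Mg2+ inducing control and 100% = high Mg2+ repressing control; strong numbers were not always called active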
# Lipid droplet – hepatic lipid droplet formation modulation | AML12 mouse hepatocytes, oleate lipid droplets, BODIPY imaging | inhibition, % at 6.5 µM | actives 0.4% (n = 240,000);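 active means lipid droplet intensity inhibited by at least 50%, with more than 500 cells counted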
#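 Assay system: AML12 mouse liver cells | Compound dosing: One dose, 6.5 µM compound | Read-out basis: Droplet intensity reduction, % inhibition | Measured by: Fluorescence imaging, 20x objective, two fields per well | Schedule: Overnight treatment with compound plus oleate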
# MT stabilize HCS – microtubule stabilizers in HeLa cells; HeLa tubulin immunostaining HCS, 24 h; share of cells brighter than vehicle mean+2SD; % tubulin-high responders, % at 10 µM; actives 0.83% (n = 200,000);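 active means plate Z-score above 3 for both tubulin-high and condensed-nucleus cell shares, with cell loss under 80%, at 10 µM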;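 further: anti alpha tubulin signal scored within the nucleus-defined area of each cell; some results filed as inactive read as strong as hits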
# Insulin prom up – MIN6 insulin promoter up-regulation; actives 0.3% (n = 190,000); AID 1625; z-score at 5 µM; MIN6 insulin promoter-GFP reporter, high-content imaging; stronger effect = higher value;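 active means z-score above 3 at 5 µM with at least 500 cells counted in the well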
# bCat nuc transl – beta-catenin nuclear translocation modulation; HeLa beta-catenin nuclear translocation, immunofluorescence imaging; nuclear translocation activity, % at 5 µM; actives 0.3% (n = 190,000); AID 1665;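 active means nuclear translocation activity above 50% at 5 µM, with a well cell count of 50 or more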;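 further: per-cell ratio of nuclear to cytoplasmic median beta-catenin stain intensity; plate controls were DMSO negative control for no effect and GSK-3 inhibitor IX positive control for full effect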
#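 assay system = human HeLa cells, endogenous beta-catenin | times = compound treatment 24 h, 37°C, 5% CO2 | detection = Anti-beta-catenin immunofluorescence on PFA-fixed, Triton-permeabilized cells, DAPI nuclei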
# Dynein cargo inh cytoplasmic EGFP – also measured in Dynein cargo inh; calls as there; z-score; measured here: cytoplasmic GR-EGFP intensity; stronger effect = higher value
# Dynein cargo inh nuclear GR-EGFP – further read-out of Dynein cargo inh, marked with its call; z-score; measured here: nuclear GR-EGFP intensity;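 lower value marks the stronger effect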
# Dynein cargo inh cell count – second read-out of Dynein cargo inh, no call of its own (marks repeat the call); z-score; measured here: cell count per field
# Insulin prom up cell count – recorded beside Insulin prom up, whose call it bears; cell count; measured here: cytotoxicity, nuclei count;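 total cells summed across four imaged fields per well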
# Lipid droplet cells 6.5 µM – recorded beside Lipid droplet, whose call it bears; cell count; measured here: cell count, cytotoxicity flag;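 cells counted across two imaged fields per well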
# bCat nuc transl cell count 5 µM – also measured in bCat nuc transl; calls as there; cell count; measured here: cell count, cytotoxicity flag
# T cell modulator vesicle-bound % – also measured in T cell modulator; calls as there; double positive events, %; measured here: CD8+ vesicle-bound cell fraction;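 binding gate set so that unloaded-vesicle control wells show 10% double positive cells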
# MT stabilize HCS Hoechst-high % – also measured in MT stabilize HCS; calls as there; % Hoechst-high responders; measured here: nuclear condensation Hoechst responders;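 share of cells brighter than vehicle mean plus two SD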
# MT stabilize HCS cytotoxicity % – also measured in MT stabilize HCS; calls as there; toxicity, %; measured here: cytotoxicity by cell density;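 0% = mean cell density of plate MIN control wells and 100% = no cells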
# Autophagy HCS cell loss 18 h – also measured in Autophagy HCS; calls as there; toxicity, %; measured here: cell loss, nuclei count;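 cell loss after 18 h compound exposure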
# * marks the source's active call; other numbers are inactive results; i = inactive; nt = not tested or not shown; & = joins results of further samples.
SMILES,Autophagy HCS,Autophagy HCS cell loss 18 h,ER stress rescue,Dynein cargo inh,Dynein cargo inh cytoplasmic EGFP,Dynein cargo inh nuclear GR-EGFP,Dynein cargo inh cell count,T cell modulator,T cell modulator vesicle-bound %,Salmonella PhoP GFP,Lipid droplet,Lipid droplet cells 6.5 µM,MT stabilize HCS,MT stabilize HCS Hoechst-high %,MT stabilize HCS cytotoxicity %,Insulin prom up,Insulin prom up cell count,bCat nuc transl,bCat nuc transl cell count 5 µM
COC(=O)CCc1nc2c(C#N)c(-c3ccc(Cl)cc3)ccn2n1,i,-13,-0.8%,0.45,-0.11,0.35,0.21,i,26,0%,nt,nt,2.7,1.3,3.1,-0.83,1283,0.1,1111
CN(Cc1ccccc1)C(=O)c1ccccc1Br,i,19,-0.7%,-0.62,-0.34,-0.59,0.78,i,35,-5%,6,696,3.7,2.2,5.6,0.49,1112,-1.6,560
CCc1ccc2c(c1)C1(SC(NC(C)=O)=NN1C(C)=O)C(=O)N2C(C)C (stereo unspecified),i,-21,0.2%,-0.19,-0.19,0.31,-0.37,i,28,1%,nt,nt,2.4,1.7,1.7,0.16,1586,-1.0,947
COc1ccc(OCC(=O)N2CCN(C(=O)COc3ccc(Br)cc3)CC2)cc1,i,-2,nt,-0.28,-0.22,0.14,-0.63,i,30,-2%,-13,697,1.8,2.0,8.7,0.22,1239,-1.1,1035
CCN(CC)C(=O)CCCc1c[nH]c2ccccc12,i,2,-1.4%,1.6,-0.29,-0.04,-0.36,i,40,7%,12,699,5.1,1.5,0.3,0.25,1448,0.7,1432
CC(C)(C)NC(=O)c1ccc(NC(=O)CSc2ccccc2)cc1,i,5,-0.7%,-0.62,-0.25,0.19,0.27,i,56,0%,-1,721,3.0,2.7,7.3,0.44,1509,0.9,1526
S=c1[nH]nc(-c2n[nH]c3c2CCC3)n1/N=C/C=C/c1ccco1,nt,nt,nt,-0.32,-0.18,-0.32,0.45,i,58,-12%,-22,740,nt,nt,nt,-0.04,1385,-1.1,1170
CC(/C=C(\NC(=O)c1ccccc1)C(=O)N=Nc1c(O)[nH]c2ccc(C)cc12)=C\c1ccccc1,i,-12,-0.6%,1.3,0.0071,0.93,-1.8,i,58,-2%,16,773,2.3,2.1,4.9,-0.51,613,-3.1,1206
COc1ccc2c(c1)c1ncnc(N3CCN(Cc4ccc5c(c4)OCO5)CC3)c1n2C,i,1,2.4%,0.1,-0.13,0.017,-0.71,nt,nt,-3%,nt,nt,4.0,1.7,5.7,-2.6,735,-4.3,808
O=C(NNC(=S)Nc1ccc(Cl)cc1)c1cccs1,i,-8,0.7%,0.14,-0.065,0.61,-0.92,i,21,nt,-42,711,1.7,2.1,7.4,0.17,1420,0.4,992
COC(=O)C1=C(Nc2cc(Cl)cc(Cl)c2)CSC1,nt,nt,nt,-0.55,-0.035,0.6,0.27,i,61,-7%,19,767,nt,nt,nt,-0.51,1089,-1.8,1335
Cc1nc(NC(=O)c2ccccc2)sc1-c1csc(N)n1,i,18,-2.6%,1.1,-0.23,1.3,-1.7,i,7,-3%,nt,nt,6.1,2.2,8.2,-0.82,1335,8.5,759
COc1ccc(-n2c(SCC(=O)N3CCc4ccccc43)nnc2-c2c[nH]c3ccccc23)cc1,i,-7,4.6%,-0.46,-0.23,0.55,0.37,i,32,-14%,8,751,2.6,2.0,8.3,0.41,1244,-3.2,541
O=C(COC(=O)CC(c1ccccc1)c1ccccc1)Nc1ccc(F)c(F)c1,i,14,-1.6%,-0.11,-0.24,0.18,0.54,i,60,-7%,-1,581,1.7,2.5,5.9,-0.3,1500,-0.3,1486
CC(O)c1cccc(NC(=O)CCC(=O)O)c1 (stereo unspecified),i,5,-0.7%,-0.9,-0.22,-0.56,1.4,i,37,-2%,nt,nt,1.8,1.3,5.7,0.11,1144,1.5,1089
COCCCNCC(O)COc1cccc2[nH]c(C)cc12 (stereo unspecified),i,2,nt,-0.02,-0.047,-0.095,-0.62,i,53,-8%,10,724,1.7,2.4,5.6,-1.3,1256,-1.9,1088
CC(C)c1nc(-c2ccccn2)no1,i,0,-0.2%,-0.3,-0.26,0.19,0.88,i,43,-11%,nt,nt,3.1,1.8,13,nt,nt,-0.4,1016
CCOC(=O)C(NC(=O)Nc1ccc(Cl)cn1)(Oc1ccc(F)cc1)C(F)(F)F (stereo unspecified),i,28,-3.3%,0.24,-0.26,0.16,0.55,i,48,9%,-12,633,2.2,1.9,6.7,-0.11,1428,-2.7,515
CCOC(=O)Cc1cc(=O)n2[nH]cc(-c3ccc(Cl)cc3)c2n1,i,3,0.0%,3.1,0.75,2,-1.5,i,61,6%,-14,760,2.0,1.4,3.7,0.43,1355,0.9,1007
C=CCOC(=O)C1=C(C)Nc2ncnn2C1c1cccs1 (stereo unspecified),i,-3,0.2%,-0.32,-0.096,0.18,0.13,i,8,-5%,14,789,1.2,1.6,3.4,-0.41,943,nt,nt
COc1cc(C)nc(N2CCC(C(=O)NC3CCCCC3)CC2)n1,i,7,-0.5%,1.1,0.23,1,-0.85,i,11,-3%,-9,802,3.6,2.1,7.4,0.67,863,nt,nt
COC(=O)c1cc(C(C)=O)c(C)[nH]c1=O,i,-12,3.0%,-0.012,-0.26,-0.041,0.29,i,18,5%,4,699,1.8,1.5,3.1,0.58,1299,0.0,1577
CCCn1nnc(NC(=S)NC(=O)/C=C/c2ccco2)n1,nt,nt,nt,-0.13,-0.25,-0.17,0.39,i,22,-10%,1,681,nt,nt,nt,0.54,1059,-1.0,1373
Cc1c(O)ccc2c3c(c(=O)oc12)CCC(C)C3 (stereo unspecified),i,6,-1.0%,-0.46,-0.25,-0.42,0.064,i,26,-3%,32,629,2.3,2.3,0.0,nt,nt,1.3,990
CN(c1ccc(C(=O)Nc2nccs2)cc1)S(=O)(=O)c1ccccc1,i,-1,-2.7%,0.36,-0.079,0.25,0.31,i,27,1%,-4,713,3.9,2.4,0.5,0.12,1688,-0.5,1023
# More structures
SMILES,Autophagy HCS,Autophagy HCS cell loss 18 h,ER stress rescue,Dynein cargo inh,Dynein cargo inh cytoplasmic EGFP,Dynein cargo inh nuclear GR-EGFP,Dynein cargo inh cell count,T cell modulator,T cell modulator vesicle-bound %,Salmonella PhoP GFP,Lipid droplet,Lipid droplet cells 6.5 µM,MT stabilize HCS,MT stabilize HCS Hoechst-high %,MT stabilize HCS cytotoxicity %,Insulin prom up,Insulin prom up cell count,bCat nuc transl,bCat nuc transl cell count 5 µM
CC(C)CNC(=O)/C=C/C(=O)O,i,10,-0.1%,-0.2&0.31,0.079&2.5,0.41&0.44,0.83&-0.14,i,64,-8%&-4%,-2&28,665&689,2.9,1.9,14,-0.09,1024,0.7&-0.9,1255&1115
Cc1ccccc1CNCc1cccnc1,i,5,0.1%,0.66,-0.076,0.54,-0.86,i,39,-4%,-2,797,1.9,0.9,3.5,0.27,967,-0.8,1169
Cc1c(NC(=O)c2ccc(S(=O)(=O)N3CC(C)OC(C)C3)cc2)c(=O)n(-c2ccccc2)n1C (stereo unspecified),i,11,-0.3%,1,-0.24,0.5,-0.36,i,59,-6%,13,725,2.8,2.0,8.7,-0.05,1484,-0.3,1462
CC(C)c1nnc(NC(=O)CCC(=O)NCCc2ccccc2)s1,nt,nt,nt,-0.65,-0.2,-0.22,0.41,i,25,-7%,-1,724,nt,nt,nt,-0.47,1151,0.1,1288
Cc1cccc(NC(=S)NNC(=O)c2cccc([N+](=O)[O-])c2)c1,nt,nt,nt,0.21,-0.17,0.13,0.28,i,36,-4%,-12,614,nt,nt,nt,-0.2,1082,0.5,1346
Cc1ccc(/C=N/n2c(C3CCCCC3)n[nH]c2=S)s1,i,-33,0.3%,-0.71,-0.25,-0.27,0.45,i,35,-22%,-6,699,1.8,1.8,12,-0.19,1430,-1.3,1147
CCCN1CCC(NC(=O)Nc2cc(Cl)ccc2OC)CC1,i,13,0.1%,0.1,-0.3,0.098,1.1,i,7,-4%,3,762,3.2,2.6,4.4,-0.43,1551,-5.4,1126
CN(C)c1ccc(-c2nn3c(-c4ccc(Cl)cc4)nnc3s2)cc1,i,-6,-1.4%,-0.16,-0.16,0.24,-0.001,nt,nt,-6%,nt,nt,2.0,2.2,2.2,0.71,1433,2.6,1142
CCCCC(=O)Nc1ccc(C(=O)NNC(=S)NC(=O)c2ccccc2[N+](=O)[O-])cc1,i,-24,0.6%,-0.1,-0.16,0.24,-0.34,i,37,9%,7,642,2.1,1.4,3.5,1,1618,2.1,835
C/C(=C\C(=O)c1ccc(Br)cc1)NCc1ccc(C)cc1,i,-1,-0.4%,0.21,-0.19,0.17,0.7,i,24,10%,19,803,1.0,1.9,4.3,nt,nt,nt,nt
